S2 tox – Viability Counterscreen for Primary qHTS for Inhibitors of ATXN expression; actives 0.49% (n = 400,000); AID 651635, 2014; S2 cells (HEK-293 line with an ATXN2-luciferase reporter) viability, CellTiter-Fluor protease fluorescence, 24 h; Potency, µM (top dose mostly 56.7 µM), actives largely listed as cytotoxic; note: potency is the fitted concentration of half-maximal effect; nearly all actives have a fitted effect of over 40% in size
IL1B secr inh – qHTS for Inhibitors of Inflammasome Signaling: IL-1-beta AlphaLISA Primary Screen. actives 4.7% (n = 360,000). activity change, % at 57.5 µM. AID 743279, 2014. THP-1 LPS/ATP IL-1B secretion, AlphaLISA, 16 h; active compounds read low; in the data active = activity change below about -50%; inconclusive = mostly about -30% to -49%; note: % is set by controls: 0 for no effect and ±100 for the full control effect
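THP-1 cells pretreated 1 hr with compounds (up to 57.5 uM final), then stimulated with LPS (250 ng/mL final) plus ATP (1.25 mM final); secreted IL-1B measured by AlphaLISA after 16 hr, decreased signal indicating inhibition.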
ATXN2 expr inh – Primary qHTS for Inhibitors of ATXN expression. HEK-293 ATXN2-luciferase reporter, luminescence, 24 h. Potency, µM (series often up to 57 µM), for the others: top-dose activity change, negative = inhibition, usual class: inhibitors. actives 0.72% (n = 360,000); note: potency is the fitted concentration of half-maximal effect; % is set by controls: 0 for no effect and ±100 for the full control effect; nearly all actives have a fitted effect of over 55% in size
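ATXN2-luciferase reporter cells (luciferase flanked by upstream and downstream ATXN2 gene portions) were treated 24 h at 37 °C with compounds at up to 57 uM. SteadyGlo luminescence gave expression; GF-AFC fluorescence gave viability.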
TGFb inhibitor – qHTS for Inhibitors of TGF-b; HepG2 CAGA-GFP TGF-b/SMAD3 reporter, GFP fluorescence, 18 h; TGF-beta stimulated, 500 pg/mL final; Potency, µM (top dose mostly 46.1 µM), for the others: at the highest dose activity, negative = inhibition, usual class: inhibitors; actives 1.2% (n = 410,000); AID 588855, 2011; note: potency is the fitted concentration of half-maximal effect; % is set by controls: 0 for no effect and ±100 for the full control effect; nearly all actives have a fitted effect of over 65% in size
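Using HEPG2 CAGA-GFP reporter cells at 1000 cells/well, we pinned test compounds, stimulated with recombinant TGF-beta (500 pg/mL final) and measured total well GFP after 18 h.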
Nrf2 inh – Nrf2 qHTS screen for inhibitors; actives 2.1% (n = 360,000); AID 504444, 2011; A549 ARE-Fluc reporter, luciferase luminescence, 18-24 h; Potency, µM (doses to about 46 µM), for inactives: at the highest dose activity change, negative = inhibition, hits mostly inhibitors; note: potency is the fitted concentration of half-maximal effect; % is set by controls: 0 for no effect and ±100 for the full control effect; nearly all actives have a fitted effect of over 60% in size
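Cells were seeded and rested 2 h, then exposed to compounds for 18-24 h. CellTiter-Fluor was read first as a viability measure. BugLite was added 15 min before the final luminescent read of ARE-luciferase activity in A549 cells.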
HepG2 viability – qHTS for Inhibitors of TGF-b: Cytotox Counterscreen; HepG2 CAGA-GFP viability, ATP luminescence, 18 h; Potency, µM (series often up to 46.1 µM), inactives show at the top dose activity change, negative = cytotoxicity, actives largely listed as cytotoxic; actives 0.76% (n = 410,000); AID 588856, 2011; note: potency is the fitted concentration of half-maximal effect; some results filed as inactive show a strong effect at the top dose
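CellTiter-Glo luminescence gave cytotoxicity after 18 hours at 37 degrees C. The cells were HepG2 CAGA-GFP in 1% FBS DMEM, stimulated with 500 pg/mL TGF-beta after compound addition. %Activity was normalised to no-cell wells (complete cell-killing) and DMSO (no toxicity), and curves were fitted and classified.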
Nrf2 ARE act – qHTS of Nrf2 Activators; AREc32 ARE-luciferase reporter (MCF7-derived line), luminescence, 24 h; Potency, µM (highest dose often 46.1 µM), inactives show at the top dose activation, hits mostly activators; actives 0.31% (n = 410,000); note: potency is the fitted concentration of half-maximal effect; % of control where 0% means no effect; nearly all actives have a fitted effect of over 65% in size
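Quantitative high-throughput format: AREc32 reporter cells, 1000 per well, received compound by pin transfer and were incubated 24 hr at 37 deg C, 5% CO2, before Steady-Glo luminescence detection.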
A549 tox – Nrf2 qHTS screen for inhibitors: counterscreen for cytotoxicity; A549 ARE-Fluc cells, CellTiter-Fluor viability, 18-24 h; Potency, µM (doses to about 46 µM), inactives show top-dose activity change, negative = cytotoxicity, hits mostly inhibitors; actives 0.16% (n = 390,000); note: potency is the fitted concentration of half-maximal effect; % is set by controls: 0 for no effect and ±100 for the full control effect
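A549 ARE_Fluc cells in 5% FBS OPTI-MEM were exposed to compounds in concentration-response for 18-24 h at 37 deg C. Viability was read by CellTiter-Fluor fluorescence (Ex 405/Em 525) after 30 min, before the luciferase read.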
MCF10A rerep – A quantitative high throughput screen for small molecules that induce DNA re-replication in MCF 10a normal breast cells; AID 624296, 2012; MCF 10A DNA re-replication, Hoechst nuclear intensity, 48 h; Potency, µM (titrated, usually from 46.1 µM), for the others: at the highest dose activity, positive = re-replication, most hits filed as activators; actives 2.9% (n = 350,000); note: potency is the fitted concentration of half-maximal effect; % of control where 0% means no effect; nearly all actives have a fitted effect of over 50% in size
An asterisk follows results filed as active; i = inactive; ? = inconclusive; / = no result given; [ ] = another dose, or the depositor's remark. Unless noted, calls come from the whole dose curve; as a rule, active = well fitted curve in the direction sought with a large enough effect; inconclusive = small, poorly fitted or top-dose-only effect, or another doubt; inactive = no such curve, though single readings can be large; an effect the other way counts as inactive or inconclusive.

SMILES | S2 tox | IL1B secr inh | ATXN2 expr inh | TGFb inhibitor | Nrf2 inh | HepG2 viability | Nrf2 ARE act | A549 tox | MCF10A rerep
COc1ccc(C(=O)NCCNc2ccccc2[N+](=O)[O-])cc1 | ? | ? | -2% | 11% | ? | 7% | -0.1% | 0% | -2%
Cc1ccc(N2CCN(C(=S)c3ccc(N(C)C)cc3)CC2)cc1 | i | -12 | 25% | ? | ? | -21% | 2.8% | -5% | 0%
COc1ccc(OC)c(-n2c(=S)[nH]c3cc(C(=O)N(C)Cc4ccccc4)ccc3c2=O)c1 | i | 8 | 5% | -19% | -15% | -13% | 0.0% | -4% | 0%
Cc1c(Cl)cccc1Nc1nn2c(=O)c3ccc(C(=O)NCCC4=CCCCC4)cc3nc2s1 | / | / | / | -22% | 27% | -14% | 2.5% | 9% | /
Cc1cc(NC(=O)CCSc2ccccc2)ccc1Br | i | -67* | 49%[activator] | 0% | 16% | -43% | 8.2% | -4% | ?
O=C(NCCN1CCOCC1)c1cnn2c1NC(c1cccs1)CC2C(F)(F)F (stereo unspecified) | i | 15 | 2% | 3% | 7% | -8% | -0.8% | 2% | ?
O=C(NCCN1CCN(c2ccccc2F)CC1)C1CCCN(S(=O)(=O)c2cnc[nH]2)C1 (stereo unspecified) | i | -7 | -1% | -2% | -2% | 5% | -0.4% | -1% | ?
O=C(NCCCN1CCN(c2ccccc2)CC1)c1cc2c(s1)-c1ccccc1OC2 | ? | / | 0% | ? | -14% | 14µM* | -2.4% | -14% | /
COc1c(S(=O)(=O)NCCCn2ccnc2)ccc(Cl)c1Cl | i | 16 | 5% | 1% | 1% | -7% | -0.8% | -2% | 12µM*
Cc1ccc(/C=N/N(Cc2ccccc2)c2ccccc2)o1 | i | -9 | 4% | -1% | -13% | -18% | -0.9% | 5% | -1%
COCCNC(=O)C1(C)CCN(C(=O)c2ccc(SC(F)(F)F)cc2)C1 (stereo unspecified) | i | 6 | 3% | -1% | / | 1% | -0.4% | / | /
N#C/C(=C\c1c(N2CCC(C(N)=O)CC2)nc2ccccn2c1=O)C(=O)NC1CCCCC1 | i | -5 | / | 2% | -13% | -14% | -0.3% | 1% | 0%
O=C(COC(=O)c1c[nH]c(=O)[nH]c1=O)Nc1ccccc1F | i | -9 | -8% | 4% | 6% | -19% | -0.4% | 0% | 2%
COc1ccccc1Nc1nc2ccccc2n1C | i | 9 | 28% | -17% | ? | -12% | 8.3% | 6% | 0%
O=C1CCCC(=NNC(=O)c2cc3ccccc3cc2O)C1 | i | 0 | 68%[activator] | -29% | 10% | -27% | 2.5% | -4% | -2%
Cn1nnnc1Sc1c(Cl)cccc1[N+](=O)[O-] | i | -6 | 4%[11.3 µM] | -21% | 8% | 2% | ? | 2% | 8%
C[C@@]12C(=O)Nc3ccc(F)cc3C(=O)N1[C@H]1c3ccccc3OC[C@@H]1[C@@H]2c1ccccc1 | i | ? | -12% | -5% | ? | 12% | 0.2% | 2% | 16%
O=C(CN1CCC(NC(=O)Nc2ccccc2)CC1)Nc1ccccc1F | i | -6 | -4% | -19% | -41% | 3% | -0.4% | -6% | 5%
Cc1ccc(S(=O)(=O)c2cnc(-c3ccccc3)nc2N2CCCCC2)cc1 | i | -8 | / | -21% | -18% | 7% | 1.5% | 2% | 4%
C=CCn1c(SCC(=O)Nc2sc3c(c2C#N)CCC3)nnc1C1COc2ccccc2O1 (stereo unspecified) | i | 0 | 2% | ? | -6% | 11% | 2.6% | -7% | 21%
CCOc1ccccc1N(C(=O)CNC(=O)c1ccco1)C(C(=O)NC1CCCC1)c1ccncc1 (stereo unspecified) | i | 8 | -8% | 8% | -16% | 5% | -0.1% | -5% | 8%
O=C(Nc1ccccc1C(=O)OCc1cc(=O)n2c3c(sc2n1)CCCC3)c1ccc(Cl)cc1 | / | / | / | -23% | / | -7% | 5.5% | 2% | /
CCOC(=O)Cc1c[nH]c(=S)[nH]c1=O | i | 21 | -2% | 4% | -5% | -3% | -0.5% | 0% | 16%
COc1ccc(CNC(=O)c2cnc(N3CCOCC3)c3ccccc23)cc1 | / | / | / | 3% | / | -6% | 5.0% | -10% | /
Cc1scc(C(=O)NNC(=S)NCC(C)C)c1C | i | -26 | 9% | -18% | -24% | -2% | 0.1% | 1% | -3%
Cc1cccc(C(=O)NCc2nnc3c4ccccc4c(-c4ccccc4)nn23)c1 | i | 53 | -31% | 7% | -18% | -2% | 2.7% | -5% | ?
CN1c2ccsc2/C(=N/NC(=O)c2c(F)cccc2F)CS1(=O)=O | i | 12 | -7% | -8% | -6% | -25% | 0.0% | 3% | -2%
CCN(Cc1cnn(C)c1)C(=O)c1ccc2nc(Cc3ccccc3F)oc2c1 | i | 14 | / | -1% | / | -1% | ? | / | /
CCN(CC)C(=O)CSc1nnc2cc(C)c3ccccc3n12 | i | -10 | -17% | 8% | 0% | 9% | -0.5% | 2% | 6%
N#C/C(=C\c1ccc(Sc2nc3ccccc3[nH]2)o1)c1ccccc1 | i | -73* | ? | 10µM* | / | 52% | 8.4% | ? | ?
Cc1ccc2nc(-c3ccncc3)cc(C(=O)Nc3ccncc3)c2c1 | ? | -27 | -37% | -17% | 11% | -25% | 3.3% | -17% | ?
Cc1onc(-c2ccccc2)c1C(=O)OCCOc1ccc([N+](=O)[O-])cc1[N+](=O)[O-] | i | -24 | -34% | 14µM* | ? | -30% | 2.3% | -6% | 17%
CC1(C)Cc2cccc(C(=O)Nc3ccc(F)cc3F)c2O1 | i | -5 | 9% | 4% | 29% | -23% | -0.3% | 0% | 7%
COC(=O)c1ccc(N2CCOCC2)c(NC(=O)c2cccs2)c1 | i | -10 | 7% | 1% | 3% | -4% | 0.4% | 5% | 6%
CC(NC(=O)C(=O)c1cn(CC(=O)N2CCOCC2)c2ccccc12)c1ccccc1 (stereo unspecified) | i | 16 | -2% | 0% | 4% | -3% | -0.1% | 1% | 14%
Cc1cc(OCC(=O)O/N=C(\N)c2ccccc2)ccc1Cl | ? | 0 | 51%[activator] | 3% | 29% | 21% | 0.0%[9.22 µM] | 14% | 3%

Part of the list above, showing only Nrf2 inh and S2 tox:
| structure | Nrf2 inh | S2 tox |
| --- | --- | --- |
| Cc1onc(-c2ccccc2)c1C(=O)OCCOc1ccc([N+](=O)[O-])cc1[N+](=O)[O-] | ? | i |
| CC1(C)Cc2cccc(C(=O)Nc3ccc(F)cc3F)c2O1 | 29% | i |
| COC(=O)c1ccc(N2CCOCC2)c(NC(=O)c2cccs2)c1 | 3% | i |

Next part.
SMILES | S2 tox | IL1B secr inh | ATXN2 expr inh | TGFb inhibitor | Nrf2 inh | HepG2 viability | Nrf2 ARE act | A549 tox | MCF10A rerep
COc1ccc(NC(=O)c2ccc(-c3nc(CSc4ccc(C)cc4)c(C)o3)cc2)cc1Cl | ? | / | -9% | ? | 23µM* | -34% | 0.1% | -13% | /
COc1ccc(S(=O)(=O)N2CCOCC2)cc1NC(=O)COC(=O)C1CCC1 | i | 3 | 3% | -2% | 7% | 11% | 0.3% | -2% | -7%
Nc1ccn([C@@H]2O[C@H](C(=O)N3CCN(c4ccc(Cl)cn4)CC3)[C@@H](O)[C@H]2O)c(=O)n1 | i | -2 | 3% | 3% | / | 8% | -0.6% | / | /
CCC(C)N=Cc1c(Nc2ccccc2)nc2c(C)cccn2c1=O (stereo unspecified) | i | -7 | / | 18% | -8% | 0% | 5.6% | -3% | 20%
Cn1c(SCC(=O)NC2CCCC2)nnc1-c1cccs1 | i | 1 | 2% | -2% | -9% | 10% | 0.2% | 0% | -6%
CCC(CC)C(=O)N(C)c1c(C)nc2c(OCc3ccc(F)c(F)c3)cccn12 | i | 17 | -15% | -12% | / | -31% | 0.1%[9.22 µM] | / | /
COc1cccc(OCC(=O)Nc2ccncc2)c1 | i | 15 | -9% | -12% | ? | -3% | -1.3% | 1% | 1%
CCN(CC)CCNC(=O)C(=O)Nc1ccc2c(c1)N(S(=O)(=O)c1cccs1)CCC2 | i | -22 | -7% | 13% | 9% | -10% | 0.4% | -15% | ?
CCOC(=O)N1CCN(C(=O)c2cccc(F)c2)CC1 | i | 3 | -19% | 5% | 5% | -9% | -0.3% | 0% | -5%
CC1=NN(c2ccc(Br)cc2)C(=O)/C1=C/c1cccs1 | i | 0 | 1% | 1% | 8% | -14% | 9.1% | -1% | 18µM*
CCOc1ccc(N(CC(=O)NCc2ccc(OC)cc2)C(=O)CCC(=O)Nc2nccs2)cc1 | i | 11 | -12% | -18% | 1% | -21% | 0.1% | -1% | -4%
CC(=O)N(c1ccccc1C)c1ccccc1C | i | 19 | -3% | 7% | -2% | 2% | -0.2% | 0% | 4%
O=C(Cn1ncc2c1-c1ccccc1OC2)N1CCN(c2ccccn2)CC1 | i | 27 | 0% | -7% | -13% | -9% | -0.1% | 16% | 3%

Arranged by SMILES length (rising): some entries from above.
SMILES | S2 tox | IL1B secr inh | ATXN2 expr inh | TGFb inhibitor | Nrf2 inh | HepG2 viability | Nrf2 ARE act | A549 tox | MCF10A rerep
COc1cccc(OCC(=O)Nc2ccncc2)c1 | i | 15 | -9% | -12% | ? | -3% | -1.3% | 1% | 1%
CCOC(=O)N1CCN(C(=O)c2cccc(F)c2)CC1 | i | 3 | -19% | 5% | 5% | -9% | -0.3% | 0% | -5%
CCOc1ccc(N(CC(=O)NCc2ccc(OC)cc2)C(=O)CCC(=O)Nc2nccs2)cc1 | i | 11 | -12% | -18% | 1% | -21% | 0.1% | -1% | -4%
Nc1ccn([C@@H]2O[C@H](C(=O)N3CCN(c4ccc(Cl)cn4)CC3)[C@@H](O)[C@H]2O)c(=O)n1 | i | -2 | 3% | 3% | / | 8% | -0.6% | / | /
